Screens from PubChem.
ATG4B inh = blocks human ATG4B protease cleavage of LC3 substrate. Q9Y4P1. ATG4B cleavage of LC3-PLA2, NBD-HPC fluorescence, 1 h. inhibition, % at 8.33 µM. 340,000 tested, 0.51% active. AID 504462; in the data active means inhibition above about 40%
Gli-Sufu block = blocks Gli-Sufu signaling in a luciferase reporter; Sufu-KO-LIGHT fibroblasts, Gli luciferase reporter luminescence; AID 588413; 340,000 tested, 0.74% active; inhibition, % at 5 µM;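 active means inhibition above about 55%, limit read from the data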;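 further: 0% = DMSO-treated cells and 100% = wells with medium but no cells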
CCR6 antag = blocks CCL20-driven beta-arrestin recruitment at human CCR6; AID 493098; inhibition, % at 20 µM; 340,000 tested, 0.49% active; CHO-K1 CCR6 PathHunter beta-arrestin, luminescence, CCL20-stimulated;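 active means compounds whose inhibition of the agonist-driven luminescence signal at 20 µM reaches about 50%, limit read from the data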;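 further: cells stimulated with CCL20 at 14 nM final; plate controls were DMSO with CCL20 for no effect and DMSO without agonist for full effect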
APJ antag = blocks the human apelin receptor APJ. CHO-K1 APJ beta-arrestin complementation, luminescence. inhibition, % at 20 µM. 330,000 tested, 0.32% active;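 active means inhibition above about 40% at 20 µM, limit read from the data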;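 further: cells challenged with 10 nM apelin-13 agonist together with compound; plate controls were apelin-13 plus DMSO wells for no effect and DMSO wells lacking apelin-13 for full effect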
Target sequence (P35414 whole entry, looked up): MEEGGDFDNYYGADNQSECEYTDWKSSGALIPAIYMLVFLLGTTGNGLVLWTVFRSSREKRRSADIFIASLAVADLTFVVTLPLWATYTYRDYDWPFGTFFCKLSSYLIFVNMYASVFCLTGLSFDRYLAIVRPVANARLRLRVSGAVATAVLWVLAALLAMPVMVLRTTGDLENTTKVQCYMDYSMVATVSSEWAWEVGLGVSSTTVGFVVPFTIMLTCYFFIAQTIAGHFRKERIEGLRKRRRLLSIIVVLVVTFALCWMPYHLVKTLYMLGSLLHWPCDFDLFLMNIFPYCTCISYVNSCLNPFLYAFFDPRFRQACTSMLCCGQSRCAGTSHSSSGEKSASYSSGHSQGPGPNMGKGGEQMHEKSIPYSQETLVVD
APJ ag = activates the human apelin receptor APJ; P35414; CHO-K1 APJ PathHunter beta-arrestin, luminescence; 0% DMSO wells, 100% apelin; activation, % at 20 µM; 330,000 tested, 0.11% active; AID 2520;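 active means activation more than six SD over the plate average, tested at 20 µM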;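 further: 0% = DMSO alone and 100% = apelin-13 at 10 nM; some results filed as inactive read as strong as hits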
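Assay system: CHO-K1 APJ beta-arrestin complementation cell line / Compound: single test compound dose, 20 µM final, 1% DMSO / Times: overnight seeding, 90 min compound at 25 °C, 1 h detection / Technique: beta-gal luminescence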
UBC13 inh = human UBC13 polyubiquitination inhibition; UBC13 polyubiquitin chain formation, TR-FRET; inhibition, % at 20 µM; P61088; 330,000 tested, 0.47% active; in the data active means inhibition above about 45%, passing the limit was not always enough
Target sequence (P61088 whole entry, looked up): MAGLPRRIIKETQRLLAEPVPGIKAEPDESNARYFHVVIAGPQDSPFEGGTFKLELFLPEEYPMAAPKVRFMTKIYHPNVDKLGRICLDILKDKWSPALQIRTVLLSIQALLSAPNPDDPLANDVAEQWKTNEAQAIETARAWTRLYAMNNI
EBI2 antag = antagonists of human EBI2 receptor; P32249; EBI2 beta-arrestin recruitment, luminescence, 7a,25-OHC stimulated; inhibition, % at 5 µM; 360,000 tested, 0.81% active; in the data active means inhibition above about 38%;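 further: enzyme fragment complementation signal reports receptor beta-arrestin coupling in cells; 0% = agonist plus DMSO wells and 100% = wells without agonist; some results beyond the cut were filed as inactive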
Target sequence (P32249 whole entry, looked up, the tested form may be a part): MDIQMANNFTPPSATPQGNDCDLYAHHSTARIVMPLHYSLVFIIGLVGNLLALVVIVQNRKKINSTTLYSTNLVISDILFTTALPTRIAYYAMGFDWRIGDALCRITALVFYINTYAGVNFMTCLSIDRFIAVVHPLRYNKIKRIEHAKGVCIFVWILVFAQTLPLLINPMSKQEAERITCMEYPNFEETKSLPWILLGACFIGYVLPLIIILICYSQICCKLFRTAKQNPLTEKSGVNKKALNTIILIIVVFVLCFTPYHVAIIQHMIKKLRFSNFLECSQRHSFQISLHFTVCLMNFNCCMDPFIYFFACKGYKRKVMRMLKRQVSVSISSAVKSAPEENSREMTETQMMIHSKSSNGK
CXCR6 inh = blocks human CXCR6 beta-arrestin recruitment; O00574; CHO-K1 PathHunter CXCR6 beta-arrestin, luminescence; inhibition, % at 20 µM; 360,000 tested, 0.36% active; AID 602244; in the data active means inhibition above about 34%, passing the limit was not always enough;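 further: antagonist mode with CXCL16 agonist at 10 nM final; 0% = 10 nM CXCL16 with DMSO and 100% = unstimulated wells without agonist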
* marks the source's active call; other numbers are inactive results; / = no result given. Outcome played no part in choosing rows; about 3% have a hit in one of these screens.

Values in the order – ATG4B inh	UBC13 inh	Gli-Sufu block	EBI2 antag	APJ ag	CCR6 antag	APJ antag	CXCR6 inh
1	Cc1ccc(C)c(NC(=O)N2CCc3ccccc3C2)c1
→ -4	-4	-12	-2	-1	4	17	-6
2	Cc1ccc(C)c(S(=O)(=O)NCc2ccc(C(=O)NCc3ccccn3)cc2)c1
→ -6	-12	-13	3	5	8	-6	-1
3	CCCCCC1=C(C(=O)OC)C(C(=O)OCC)N(S(=O)(=O)C(F)(F)F)c2ccccc21 (centres undefined)
→ -1	/	1	-3	/	29	/	2
4	COCCSc1nnc(-c2cnccn2)o1
→ -9	5	3	-5	-1	-8	13	4
5	O=C(Nc1nc2ccccc2n1Cc1ccccc1)c1ccco1
→ -1	3	6	12	-1	34	-5	32
6	Cc1ccc(-c2nnc(-c3cccnc3)o2)cc1
→ -4	-2	/	-2	-4	14	-4	2
7	O=C(O)CCc1ccc(-c2ccc(F)cc2)n1CCC(=O)O
→ 7	-2	8	-7	-2	5	11	-8
8	COC(=O)c1c(C(=O)OC)c(-c2ccc(C)cc2)n2c1CCC2
→ 1	-12	-2	-3	1	0	16	2
9	CCOC(=O)c1c(NC(C)=O)sc2c(OCC(O)CNC(C)(C)C)c(Br)ccc12 (centres undefined)
→ -5	46*	22	1	-3	15	28	2
10	CCN(CC)C(=O)CSc1nnc(-c2cccc(OC)c2)o1
→ 1	2	-37	3	-3	13	2	-3
11	COc1ccc2c(c1)CCc1c(C(=O)Nc3cc(C)n(Cc4ccc(Cl)cc4)n3)noc1-2
→ 0	-9	6	-10	12	-3	-21	-11
12	Cc1cc[n+](CC(=O)c2ccc(NC(=O)c3ccccc3)cc2)c2ccccc12
→ -10	7	-2	3	-3	4	-7	0
13	Cc1ccc(S(=O)(=O)N2CCC(C(=O)Nc3ccccc3N3CCCC3)CC2)cc1
→ 7	-5	-2	-2	0	22	8	4
14	COC(=O)/C=C/CC(C)OS(N)(=O)=O (centres undefined)
→ -3	-4	-7	-3	4	9	-68	-6
15	COc1ccc(C(=O)/C=C/NCc2ccc(C)cc2)cc1
→ 5	2	-12	7	0	14	-18	10
16	CCN(CCNC(=O)Cn1cc2c(n1)CCCC2)c1ccccc1
→ -4	-2	-3	-5	-3	10	-16	2
17	O=C(NCC(c1ccccc1)N1CCCC1)C1CCN(C(=O)Nc2ccccc2)CC1 (centres undefined)
→ -5	-4	11	11	-4	10	3	3
18	O=c1oc2ccccc2c(N2CCOCC2)c1[N+](=O)[O-]
→ 2	4	19	-7	-3	8	9	2
19	COC(=O)C(O)(CC(=O)Nc1cc(OC)c(OC)c(OC)c1)C(F)(F)F (centres undefined)
→ -4	7	1	-8	-2	-4	21	0
20	COc1cccc(CN2CCNC(=O)C2CC(=O)NC2CCCCCCC2)c1 (centres undefined)
→ 9	1	9	-5	-7	6	27	2
21	CCN(CC(=O)Nc1ccccc1OC)C(=O)c1cc(S(=O)(=O)N2CCCCCC2)ccc1OC
→ -1	6	5	-4	-8	1	-5	5
22	CCOc1ccc(-c2nnn(CC(=O)Nc3ccccc3OC)n2)cc1OCC
→ -3	6	5	4	2	0	12	5
23	O=C(Nc1nncs1)c1cccc(S(=O)(=O)N2CCc3ccccc32)c1
→ -7	5	-2	0	-4	6	-5	14
24	CC1CCCC(NC(=O)COC(=O)[C@@H](NC(=O)c2ccco2)C(C)C)C1C (some centres undefined)
→ -13	-6	3	-6	-1	1	-8	12
25	COc1ccccc1NC(=O)Nn1cnnc1
→ 6	-2	-2	-5	2	-1	21	4
26	COc1cc(C(=O)NCC(=O)N/N=C/c2cccs2)cc(OC)c1OC
→ -6	1	-4	-3	-3	5	6	-6
27	COc1ccc(F)cc1S(=O)(=O)N1CCC2(CC1)OCCN2S(=O)(=O)c1ccccc1
→ -3	-9	5	-5	-4	11	-3	0
28	COCCCN(C)C1CCN(C(=O)Nc2ccc(F)cc2)CC1
→ -2	4	1	-8	-3	1	2	0
29	Cc1ccc(-c2noc(CCC(=O)NCCN3CCc4ccccc4C3)n2)cc1
→ -5	11	2	15	-2	10	7	3
30	CN(c1ccc(OCC(=O)OCC(=O)Nc2cccc([N+](=O)[O-])c2)cc1)S(=O)(=O)c1ccc(F)cc1
→ -9	8	-12	3	-2	-2	18	-1
31	COc1ccc(CCNC(=O)Cn2nnc(-c3ccc(OC)c(OC)c3)n2)cc1OC
→ 1	-6	-3	-6	-1	0	5	4
32	Cc1occc1C(=O)NNC(=O)c1ccc(F)cc1
→ -5	6	-11	6	1	-5	-5	-1
33	COCCNC(=O)[C@H]1N2C(=O)c3c(ccc(OC)c3OC)C2SC1(C)C (some centres undefined)
→ 3	0	/	5	-3	1	-10	1
34	O=C(O)c1cc2ccccc2[nH]1
→ -7	/	4	-3	/	8	/	-3
35	Cc1ccnc(NC(=O)CCC(=O)N(CC(=O)NCc2ccc(F)cc2)c2ccc(F)cc2)c1
→ 5	3	-25	6	1	-3	14	-4
36	Nn1cnc2sc3c(c2c1=O)CCC3
→ -6	0	-5	-1	1	5	10	-9
37	O=C(COC(=O)c1c(F)cccc1F)NCc1ccc2c(c1)OCO2
→ -12	-1	-8	-10	-4	0	-1	0
38	O=C(NCC1CCCO1)c1ccc(NC(=O)c2cccc([N+](=O)[O-])c2)cc1 (centres undefined)
→ 4	-3	3	-8	-3	-5	0	8
39	CCOc1cc(/C=N/NC(=O)CCn2nc(C)cc2C)ccc1O
→ 3	7	2	7	0	2	-11	7
40	C(=N\N1CCN(Cc2cccc3ccccc23)CC1)/c1cccs1
→ -10	7	3	-2	0	15	0	4
41	Cc1ccccc1-n1c(C)nnc1SCC(=O)N1CC(=O)Nc2ccccc21
→ -8	0	-17	-4	-4	-18	18	-6
42	O=C(CCSc1ccccc1)Nc1ccc(S(=O)(=O)Nc2ncccn2)cc1
→ -3	2	5	-8	-1	8	10	-8
43	O=C(NN=C1CCCCCC1)NC1CCCCC1
→ -9	-11	-4	-16	0	8	9	-10
44	O=C(Nc1cccc(S(=O)(=O)N2CCOCC2)c1)c1cn(-c2ccccc2)nc1-c1ccccc1
→ -16	0	2	17	3	2	6	3
45	Cc1cc(C(=O)N2CC=C(c3ccccc3)CC2)c2ccccc2n1
→ 0	-4	28	-8	7	5	13	5
46	CCc1cccc2c(C(=O)COC(=O)/C=C/c3ccc(O)c(OC)c3)c[nH]c12
→ 17	5	-8	15	5	2	1	3
47	CCc1cccc2c(=O)c(C(=O)NCCCOC)c[nH]c12
→ 1	5	15	12	0	1	7	-3
48	CC(=O)c1ccc(Nc2cc(C)nc3nc(C)nn23)cc1
→ -1	-4	3	-7	-1	-7	-39	7
49	CCOc1ncccc1C(=O)Nc1ccc2c(c1)OCO2
→ -7	21	-17	-1	-6	-4	0	8
50	Cc1cccc(Nc2nc3ccccc3s2)c1C
→ 26	14	-91	3	0	7	12	1
51	Cc1cccc(NC(=S)N(Cc2cccs2)Cc2cc3cc(C)cc(C)c3[nH]c2=O)c1
→ 2	-3	21	17	-4	10	-17	-8
52	CCC1CCCCN1CCNC(=O)c1[nH]c(C)c(C(C)=O)c1C (centres undefined)
→ -3	5	23	-3	-1	4	-8	5
53	O=C(Nc1ccccc1)c1ccc(Br)c(S(=O)(=O)Nc2cccnc2)c1
→ -12	-8	-6	-5	1	-13	-7	4
54	C=CCn1cccc(C(=O)Nc2cc(OC)c(OC)c(OC)c2)c1=O
→ -4	4	9	6	-2	-6	-7	0
55	COC(=O)c1ccc(COC(=O)CCc2nc(-c3ccccc3)c(-c3ccccc3)o2)cc1
→ 1	9	2	3	-4	9	-5	11
56	CCOC(=O)C1=C(C)c2ccccc2OC1(C)C(=O)OCC (centres undefined)
→ 2	/	-1	-1	/	13	/	-2
57	COc1cc(/C=N/n2c(C3CCCCC3)n[nH]c2=S)ccc1O
→ -14	0	-13	16	0	7	9	5
58	CCC(C)C(=O)Nc1cc(C(=O)OC)ccc1C(=O)OC (centres undefined)
→ 13	15	0	2	-5	-14	15	4
59	Cc1onc(-c2ccccc2)c1C(=O)Nc1cccc(OC(C)C)c1
→ -9	2	1	1	4	0	11	9
60	COc1ccc(C)cc1NC(=O)c1nc2nc(C)cc(C)n2n1
→ 3	/	2	-3	/	-7	/	0

(listing goes on)
Values in the order – ATG4B inh	UBC13 inh	Gli-Sufu block	EBI2 antag	APJ ag	CCR6 antag	APJ antag	CXCR6 inh
61	CCCC(=O)Nc1cccc(-c2cn3ccsc3n2)c1
→ -3	2	-11	2	-1	-5	2	-7
62	CCCCn1c(N)c(N(CC)C(=O)CSCc2c(C)noc2C)c(=O)[nH]c1=O
→ 2	6	-4	-22	-3	8	11	-6
63	COC(=O)CNC(=O)/C=C/c1ccc(OC)cc1
→ 10	-6	-6	-5	-5	-10	3	-8
64	Cc1nc2ccc(NC(=O)CSc3ccccc3)cc2s1
→ -6	7	-12	5	-2	6	7	4
65	CCOC(=O)c1ccc2[nH]c3c(c2c1)CN(C)CC3
→ -11	20	7	-12	-1	2	17	9
66	COc1ccc(CNC(=O)c2cc(-c3ccco3)on2)cc1
→ -1	3	-2	-4	-4	-5	-15	0
67	CCOC(=O)C1CCCN(C(=O)CN2C(=O)/C(=C/c3ccc(OC)cc3)Oc3ccccc32)C1 (centres undefined)
→ -11	24	24	21	-1	-1	-8	9

Among those listed so far, these contain a halogen.
Values in the order – ATG4B inh	UBC13 inh	Gli-Sufu block	EBI2 antag	APJ ag	CCR6 antag	APJ antag	CXCR6 inh
3	CCCCCC1=C(C(=O)OC)C(C(=O)OCC)N(S(=O)(=O)C(F)(F)F)c2ccccc21 (centres undefined)
→ -1	/	1	-3	/	29	/	2
7	O=C(O)CCc1ccc(-c2ccc(F)cc2)n1CCC(=O)O
→ 7	-2	8	-7	-2	5	11	-8
9	CCOC(=O)c1c(NC(C)=O)sc2c(OCC(O)CNC(C)(C)C)c(Br)ccc12 (centres undefined)
→ -5	46*	22	1	-3	15	28	2
11	COc1ccc2c(c1)CCc1c(C(=O)Nc3cc(C)n(Cc4ccc(Cl)cc4)n3)noc1-2
→ 0	-9	6	-10	12	-3	-21	-11
19	COC(=O)C(O)(CC(=O)Nc1cc(OC)c(OC)c(OC)c1)C(F)(F)F (centres undefined)
→ -4	7	1	-8	-2	-4	21	0
27	COc1ccc(F)cc1S(=O)(=O)N1CCC2(CC1)OCCN2S(=O)(=O)c1ccccc1
→ -3	-9	5	-5	-4	11	-3	0
28	COCCCN(C)C1CCN(C(=O)Nc2ccc(F)cc2)CC1
→ -2	4	1	-8	-3	1	2	0
30	CN(c1ccc(OCC(=O)OCC(=O)Nc2cccc([N+](=O)[O-])c2)cc1)S(=O)(=O)c1ccc(F)cc1
→ -9	8	-12	3	-2	-2	18	-1
32	Cc1occc1C(=O)NNC(=O)c1ccc(F)cc1
→ -5	6	-11	6	1	-5	-5	-1
35	Cc1ccnc(NC(=O)CCC(=O)N(CC(=O)NCc2ccc(F)cc2)c2ccc(F)cc2)c1
→ 5	3	-25	6	1	-3	14	-4
37	O=C(COC(=O)c1c(F)cccc1F)NCc1ccc2c(c1)OCO2
→ -12	-1	-8	-10	-4	0	-1	0
53	O=C(Nc1ccccc1)c1ccc(Br)c(S(=O)(=O)Nc2cccnc2)c1
→ -12	-8	-6	-5	1	-13	-7	4
